MC4R barr agon: activates human MC4R beta-arrestin recruitment | P32245 | U2OS MC4R beta-arrestin complementation, luminescence; percent of melanotan II response, DMSO zero | activation, % at 8.9 µM | 360,000 compounds, 0.98% hits;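 active means activation above a per-plate cutoff, the mean activation of sample wells on that plate plus 3 SD, cut at about 8% in these data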
Target sequence (P32245 whole entry, looked up): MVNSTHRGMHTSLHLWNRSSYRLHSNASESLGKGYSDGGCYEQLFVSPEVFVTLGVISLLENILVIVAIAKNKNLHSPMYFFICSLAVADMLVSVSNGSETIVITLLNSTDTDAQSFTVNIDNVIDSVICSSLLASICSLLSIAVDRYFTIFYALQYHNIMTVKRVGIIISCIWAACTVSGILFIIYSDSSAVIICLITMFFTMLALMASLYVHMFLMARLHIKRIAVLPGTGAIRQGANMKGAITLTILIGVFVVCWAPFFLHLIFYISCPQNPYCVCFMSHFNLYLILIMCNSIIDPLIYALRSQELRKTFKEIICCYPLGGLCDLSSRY
Cardio protect: myocardial damage modulation in H9c2 cells | 360,000 compounds, 0.63% hits | protection from H2O2 cell death, % at 20 µM | H9c2 cardiomyocytes, H2O2 injury protection, ATPLite, 2 h;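 active means compounds giving at least 50% protection of heart cells from peroxide-induced death in the single-dose screen, raw or plate-pattern-corrected value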;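 further: 0% = DMSO wells with peroxide and 100% = DMSO wells without peroxide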
N-glyco inh: N-linked glycosylation inhibition; D54 ERlucT glycosylation luciferase reporter, 24 h; percent of 100 nM tunicamycin response; reporter increase, % at 12.5 µM; 360,000 compounds, 0.23% hits; AID 588692;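 active means mean luciferase reporter signal, scaled so untreated is 0 and the glycosylation-blocking control 100, at or above a set limit in every replicate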;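 further: luciferase carries N-glycosylation sites so blocking glycosylation raises the light; 0% = median of neutral control wells and 100% = median of 100 nM tunicamycin wells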
HTR2A ag: mouse HTR2A agonism via beta-arrestin recruitment; 360,000 compounds, 0.66% hits; P35363; CHO-K1 mHTR2A beta-arrestin complementation, luminescence; percent of 30 µM serotonin response; activation, % at 7.6 µM;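 active means activation above a run cutoff, the mean activation of all tested compounds plus 3 SD, cut at about 14% in these data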;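 further: 0% = plate median of compound wells and 100% = 30 µM serotonin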
MC4R antag cAMP: blocks human MC4R cAMP signaling | P32245 | MC4R-expressing cells, MTII-stimulated cAMP, LANCE TR-FRET | inhibition, % at 6.5 µM | 360,000 compounds, 0.48% hits | AID 540295;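 active means inhibition above its plate's cutoff, the mean of tested wells on that plate plus 3 SD, cut at about 29% in these data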;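 further: 0% = Melanotan II alone and 100% = Melanotan II plus saturating MCL0020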
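Material: U2OS-MC4R stable cell line | Reagent: Melanotan II challenge after compound preincubation | Doses: One concentration, 6.5 µM nominal | Incubation: 30-min compound preincubation, 1-h Melanotan II challenge, 1-h detection, room temperature | Signal: TR-FRET cAMP assay | Replicates: One well per compound, no replicates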
ABCB6 inh 2: inhibitors of human ABC transporter ABCB6; AID 602162; 360,000 compounds, 0.19% hits; Q9NP58; K562-ABCB6 porphyrin accumulation, flow cytometry, 1 h; active compounds read low; fluorescence ratio to DMSO, % at 10 µM;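 active means fluorescence ratio to DMSO below 75%, the collection mean minus 3 SD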;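 further: signal is porphyrin accumulated inside mitochondria; 100% equals median channel fluorescence of DMSO control wells; lower ratio means ABCB6 inhibition with less porphyrin fluorescence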
NCOA2 inhibitor: inhibits human steroid receptor coactivator 2; Q15596; HEK293 GAL4-SRC2 luciferase reporter, luminescence; inhibition, % at 9 µM; 370,000 compounds, 0.17% hits; AID 651957;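 active means inhibition above the mean inhibition of all tested compounds plus 3 SD, set per campaign, cut at about 52% in these data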;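 further: 0% = DMSO treated cells and 100% = cells given Gossypol at 36 µM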
NOD2 RIPK2 PPI: NOD2-RIPK2 protein interaction inhibition. 360,000 compounds, 0.38% hits. CHO BLA complementation NOD2-RIPK2, CCF4 ratio. AID 624267. O43353. inhibition, % at 4.98 µM; in the data active means inhibition above about 21%;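 further: 0% = vehicle only and 100% = reference blocker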
Target sequence (O43353 whole entry, looked up): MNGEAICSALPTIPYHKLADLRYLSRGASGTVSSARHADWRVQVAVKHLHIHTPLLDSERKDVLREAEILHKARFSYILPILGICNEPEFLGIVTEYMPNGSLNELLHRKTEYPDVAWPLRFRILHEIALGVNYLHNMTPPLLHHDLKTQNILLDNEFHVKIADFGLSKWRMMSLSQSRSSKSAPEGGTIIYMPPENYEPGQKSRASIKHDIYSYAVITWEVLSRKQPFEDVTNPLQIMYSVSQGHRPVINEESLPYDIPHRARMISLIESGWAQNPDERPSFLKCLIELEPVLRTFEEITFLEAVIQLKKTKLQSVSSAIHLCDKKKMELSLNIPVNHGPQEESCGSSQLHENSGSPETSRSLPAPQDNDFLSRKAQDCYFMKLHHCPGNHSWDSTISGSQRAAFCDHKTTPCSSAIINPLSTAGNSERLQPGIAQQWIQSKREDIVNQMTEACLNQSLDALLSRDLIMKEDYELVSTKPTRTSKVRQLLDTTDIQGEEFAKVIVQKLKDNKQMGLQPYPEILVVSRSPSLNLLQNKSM
TLR9-MyD88 inh: TLR9-MyD88 interaction inhibition | inhibition, % at 4.98 µM | 340,000 compounds, 0.21% hits | CHO BLA complementation TLR9-MyD88, CCF4 FRET ratio | Q9NR96+Q99836;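 active means inhibition above the mean over all tested compounds plus 3 SD, cut at about 21% in these data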;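 further: 0% = DMSO only wells and 100% = clavulanate BLA inhibitor control wells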
ABHD5 PLIN5 PPI: ABHD5-PLIN5 protein interaction inhibition. 360,000 compounds, 0.78% hits. AID 602281. Split G. princeps luciferase complementation, luminescence, 4 h. Q00G26+Q8WTS1. inhibition, % at 4 µM;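 active means inhibition above the mean inhibition across every tested compound plus 3 SD, cut at about 22% in these data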;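 further: 0% = DMSO only wells and the 100% control is not disclosed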
* marks the source's active call; other numbers are inactive results; nt = no result given.

SMILES | MC4R barr agon | Cardio protect | N-glyco inh | HTR2A ag | MC4R antag cAMP | ABCB6 inh 2 | NCOA2 inhibitor | NOD2 RIPK2 PPI | TLR9-MyD88 inh | ABHD5 PLIN5 PPI
Cc1cccc(N2CCN(C(=O)c3ccc(NS(=O)(=O)c4ccc5[nH]c(=O)[nH]c5c4)cc3)CC2)c1C | -0.1 | 3 | 2 | 1 | 5 | 93 | -7 | 6 | -1 | 9
CC(=O)N(C)c1ccc(NC(=O)Nc2ccc(C)cc2)cc1 | 0.8 | 7 | 3 | 2 | 20 | 103 | -21 | -1 | -5 | -1
Cc1ccc(S(=O)(=O)N2C/C=C\CN(S(=O)(=O)c3ccccc3Br)CC2)cc1 | 0.9 | -11 | -5 | -1 | 3 | 99 | 15 | -6 | 3 | -2
Cc1ccc(S(=O)(=O)N2CCC(C(=O)OCc3ccccc3)CC2)cc1C | -0.7 | -14 | -4 | 9 | -3 | 102 | -3 | -1 | 4 | 6
O=C(NCCc1csc(-c2cccnc2)n1)c1ccc(Cl)cc1 | -0.8 | -8 | -1 | -5 | 3 | 74* | -8 | 2 | 4 | -3
Cc1ccc(CSCC(=O)Nc2ccc3c(c2)OCO3)cc1 | -0.6 | 2 | 2 | 0 | 3 | 98 | -8 | -3 | 11 | 2
CC(c1ccccc1)C1CC(=O)N(c2ccccc2)C1=O (configuration not stated) | -0.6 | 9 | 0 | 0 | 4 | 99 | 0 | -11 | -6 | 1
Cc1[nH]c(=O)[nH]c(=O)c1NC(=O)c1ccc(OC(C)C)cc1 | -1.5 | 0 | -1 | -4 | 9 | 100 | 14 | -1 | 0 | -6
CCC(C)(C)N(C(=O)CCC(=O)Nc1cc(C)on1)C(C(=O)NC(C)(C)C)c1ccc(OC)cc1 (configuration not stated) | 1.4 | 1 | 1 | 1 | 5 | 100 | -9 | -7 | -1 | -4
CCn1c(SCC(=O)c2c[nH]c3ccccc23)nnc1-c1cccs1 | 0.2 | -2 | 11 | 2 | 4 | 147 | 4 | 1 | -2 | 1
COc1ccc(C(=O)C2C(c3ccc(-c4ccccc4[N+](=O)[O-])o3)NC(=O)NC2(O)C(F)(F)F)cc1 (configuration not stated) | -0.9 | 0 | -1 | -1 | 0 | 89 | -19 | -4 | -8 | 1
CN(C)/C(=N\S(=O)(=O)c1ccccc1)c1ccc(Cl)cc1 | -0.4 | 7 | 3 | -3 | -6 | 100 | -8 | 3 | -1 | 0
COc1cc(C2CC(=O)Oc3cc4c(cc32)OCO4)cc(OC)c1OC (configuration not stated) | -1.5 | -1 | 0 | 1 | -31 | 104 | 13 | -6 | -9 | -5
O=C1CC(SCCO)C(=O)N1c1ccccc1 (configuration not stated) | -3.1 | 2 | 0 | -5 | 2 | 135 | 5 | -5 | 2 | -3
c1ccc(-c2noc(CSc3nc4ccccc4o3)n2)cc1 | 1.9 | -14 | 1 | -2 | 19 | 97 | -2 | 3 | -4 | -6
CCOC(=O)C1CCN(C(=O)CN(c2ccc(OC)cc2)S(=O)(=O)c2c(C)noc2C)CC1 | 1.0 | 1 | 2 | 0 | 15 | 102 | -21 | 5 | 9 | -3
CCCCN(C(=O)CN1C(=O)C2CCCCC2C1=O)c1c(N)n(CCCC)c(=O)[nH]c1=O (configuration not stated) | -3.4 | 4 | 5 | 14 | -5 | 99 | 10 | -9 | 2 | 8
COCCNC(=O)CN(Cc1ccc(OC)cc1)C(=O)CCC(=O)Nc1nccs1 | 0.0 | -1 | 5 | 2 | 10 | 98 | -3 | -7 | -8 | 3
CC(C)(C)c1nnc(NS(=O)(=O)c2ccc(F)cc2)s1 | 0.3 | -4 | 0 | 7 | 8 | 100 | -10 | -8 | 5 | 2
O=c1[nH]n(-c2ccc([N+](=O)[O-])cc2)c(=O)c2ccccc12 | 1.7 | -2 | 3 | 4 | -1 | 100 | -16 | -5 | -4 | -2

Nine structures from above, arranged by formula weight, smallest number first.
SMILES | MC4R barr agon | Cardio protect | N-glyco inh | HTR2A ag | MC4R antag cAMP | ABCB6 inh 2 | NCOA2 inhibitor | NOD2 RIPK2 PPI | TLR9-MyD88 inh | ABHD5 PLIN5 PPI
O=C1CC(SCCO)C(=O)N1c1ccccc1 (configuration not stated) | -3.1 | 2 | 0 | -5 | 2 | 135 | 5 | -5 | 2 | -3
O=c1[nH]n(-c2ccc([N+](=O)[O-])cc2)c(=O)c2ccccc12 | 1.7 | -2 | 3 | 4 | -1 | 100 | -16 | -5 | -4 | -2
c1ccc(-c2noc(CSc3nc4ccccc4o3)n2)cc1 | 1.9 | -14 | 1 | -2 | 19 | 97 | -2 | 3 | -4 | -6
CN(C)/C(=N\S(=O)(=O)c1ccccc1)c1ccc(Cl)cc1 | -0.4 | 7 | 3 | -3 | -6 | 100 | -8 | 3 | -1 | 0
COc1cc(C2CC(=O)Oc3cc4c(cc32)OCO4)cc(OC)c1OC (configuration not stated) | -1.5 | -1 | 0 | 1 | -31 | 104 | 13 | -6 | -9 | -5
CCn1c(SCC(=O)c2c[nH]c3ccccc23)nnc1-c1cccs1 | 0.2 | -2 | 11 | 2 | 4 | 147 | 4 | 1 | -2 | 1
COCCNC(=O)CN(Cc1ccc(OC)cc1)C(=O)CCC(=O)Nc1nccs1 | 0.0 | -1 | 5 | 2 | 10 | 98 | -3 | -7 | -8 | 3
CCOC(=O)C1CCN(C(=O)CN(c2ccc(OC)cc2)S(=O)(=O)c2c(C)noc2C)CC1 | 1.0 | 1 | 2 | 0 | 15 | 102 | -21 | 5 | 9 | -3
CCC(C)(C)N(C(=O)CCC(=O)Nc1cc(C)on1)C(C(=O)NC(C)(C)C)c1ccc(OC)cc1 (configuration not stated) | 1.4 | 1 | 1 | 1 | 5 | 100 | -9 | -7 | -1 | -4

The list continues:
SMILES | MC4R barr agon | Cardio protect | N-glyco inh | HTR2A ag | MC4R antag cAMP | ABCB6 inh 2 | NCOA2 inhibitor | NOD2 RIPK2 PPI | TLR9-MyD88 inh | ABHD5 PLIN5 PPI
FC(F)C(F)(F)c1cc(-c2ccc(Cl)cc2)n[nH]1 | -0.5 | -18 | -10 | -2 | 0 | 94 | -10 | 1 | nt | -9
Cc1ccc(CN2CCC(c3cc(-c4ccc(Cl)cc4)n[nH]3)CC2)cc1 | 10* | -13 | -7 | 0 | 2 | 87 | 14 | 12 | 7 | 5
COCc1cccc(-c2csc(C(C)(O)c3ccc(OC)cc3)n2)c1 (configuration not stated) | -0.8 | -10 | -1 | -1 | 6 | 96 | 7 | -1 | nt | -2
COC(=O)C1=C(Cn2cnc3ccccc32)NC(=O)NC1c1cc(C)ccc1C (configuration not stated) | 1.7 | 24 | -4 | 73* | 1 | 101 | -13 | 4 | 2 | 0
S=C(NCc1ccccn1)Nc1ccc(Cl)cc1Cl | -0.4 | 1 | 2 | -2 | 18 | 114 | -29 | -10 | 0 | -7
COc1ccc(CCC(=O)NCc2cn3ccsc3n2)cc1 | -0.3 | 4 | 3 | 1 | 17 | 103 | -6 | -15 | 5 | -8
CCCOC(=O)NC1C(NC(=O)OCCC)N(C)C(=O)N1C (configuration not stated) | -1.1 | -2 | 1 | 3 | 3 | 86 | -20 | -18 | 4 | 0
CCN(C(=O)c1ccc(S(=O)(=O)N2CCOCC2)cc1)C1CCS(=O)(=O)C1 (configuration not stated) | -1.2 | 5 | 0 | 3 | -3 | 101 | -13 | -1 | 2 | -1
CCC(C)(C)NC(=O)CN(CC1CCCO1)C(=O)CCC(=O)Nc1nccs1 (configuration not stated) | 0.5 | -2 | 0 | 2 | 35* | 97 | 0 | -2 | 7 | 0
COc1cc(-c2nnc(-c3cc(OC)c(OC)c(OC)c3)o2)cc(OC)c1OC | -0.3 | 66* | -1 | 17* | 8 | 95 | 0 | -3 | -10 | 2
Cc1cc(NC(=O)c2ccc(C)c([N+](=O)[O-])c2)no1 | 0.5 | 15 | 4 | 0 | 19 | 97 | -13 | -7 | -9 | -3
CCN(CC)C(=O)C1=C(C)N(Cc2ccc(F)cc2)C(=O)C(CC(=O)NCCCCc2ccccc2)C1 (configuration not stated) | 0.7 | 5 | 1 | 4 | -2 | 96 | 19 | -9 | 1 | 9
COc1ccc(NC(=O)CCNC(=O)Cn2cnc3sc4c(c3c2=O)CCCC4)c(OC)c1 | 1.1 | -4 | 1 | -1 | 16 | 95 | -18 | -7 | -17 | 5
C=CCNC(=O)c1oc2ccc(S(=O)(=O)N(CC)CC)cc2c1C | -0.1 | 4 | -2 | 3 | 13 | 94 | -8 | 6 | -7 | -9
CCN(C(=O)c1cnc(NC(C)C)cc1C(F)(F)F)c1ccc(Cl)cc1 | 1.1 | 0 | -3 | 4 | -8 | 98 | 10 | 2 | -13 | -1
CCOc1ccc(C2C3=C(Nc4nc(N)[nH]c(=O)c42)c2ccccc2C3=O)cc1 (configuration not stated) | -2.8 | 15 | 3 | -6 | -4 | 98 | 14 | 6 | 14 | 18
COc1ccc(-c2ccnc3nc(Sc4ncc(C(F)(F)F)cc4Cl)nn23)cc1 | -0.2 | -8 | 0 | 0 | -2 | 103 | 6 | -5 | 10 | -4
CCn1c(SCC(=O)Nc2c(C#N)cnn2-c2ccccc2)nnc1-c1cccs1 | -0.1 | -2 | 1 | 5 | 6 | 105 | 1 | -8 | nt | -4
O=C(Nc1nccs1)c1cc2sccc2n1Cc1ccc(Cl)cc1 | 7.7 | 2 | -1 | 0 | -8 | 112 | -7 | -4 | -1 | -5
Cc1ccsc1C(=O)NCCc1nnc2ccccn12 | -0.6 | 1 | 0 | 2 | 0 | 100 | -39 | -7 | 4 | -4
Cc1ccc(NC(=S)/C(C#N)=C2/Nc3ccccc3S2)cc1 | 0.1 | -30 | 5 | -4 | -3 | 98 | -1 | -4 | -14 | -15
COc1ccc(C2C(C#N)=C(N)N(N(C)C)C3=C2C(=O)CC(C)(C)C3)cc1OC (configuration not stated) | -0.8 | 2 | 1 | 1 | 10 | 95 | -2 | 1 | -13 | -10
COc1ccc(-c2nnnn2CCc2ccccc2)cc1 | 2.3 | 0 | -1 | -2 | 3 | 90 | -8 | -7 | -6 | -2
O=C(CCn1nc(-c2ccc(Cl)cc2)ccc1=O)N1CCN(c2ccccc2)CC1 | 2.3 | 7 | 2 | -3 | -1 | 99 | -5 | 2 | -3 | -2
CCCCn1c(CCC(=O)O)nc2cc(S(=O)(=O)N3CCCC3)ccc21 | 1.2 | 9 | 0 | 7 | 3 | 95 | -11 | -1 | 2 | -1
O=C(Nc1cccc(F)c1)c1cccc(S(=O)(=O)N2CCOCC2)c1 | 0.0 | 1 | 1 | -3 | 0 | 108 | -41 | 5 | 4 | 2
Cc1noc(C)c1COC(=O)c1ccccc1Oc1ccccc1 | 1.7 | -5 | 1 | 0 | 13 | 90 | -3 | -12 | 3 | 5

Source: PubChem BioAssay

Not all compounds are listed; rates above refer to the full screens.
